Compound activity: PubChem, several laboratories
CHOP inhibitor = blocks CHOP induction under ER stress. inhibition, % at 10 µM. AID 2732. actives 3.8% (n = 220,000). CHO-K1 CHOP-promoter luciferase, tunicamycin-induced, 15-18 h;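 active = compounds that reduced the stress-induced luciferase reporter signal by more than about 70% of percent inhibition, limit read from the data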;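 note: 0% = tunicamycin plus vehicle and 100% = wells without tunicamycin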
TNF death inh = TNF-alpha cell death inhibition in Jurkat FADD-/- cells. actives 0.068% (n = 220,000). activation (protection from cell death), % at 10 µM. Jurkat FADD-/- TNF necroptosis rescue, ATP luminescence, 24 h; 0 = TNF only, 100 = no-TNF cells. AID 463075;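 active = activation, meaning protection from cell death, of at least 50% relative to plate controls; inactive = activation below 50%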;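 note: necroptosis triggered by 40 ng/mL TNF-alpha added together with compound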
Runt-SMMHC FRET = blocks binding of human RUNX1 Runt domain to CBFb-SMMHC. Q01196+Q13951. inhibition, % at 20 µM. Cerulean-Runt/Venus-CBFb-SMMHC FRET ratio 530/480, 1 h. actives 0.74% (n = 220,000);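 active = mean inhibition across duplicate retests at 20 µM reaching about 50%, limit read from the data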;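 note: 0% = DMSO wells and 100% = wells with excess untagged CBFb-SMMHC; inhibitors lower the FRET ratio by blocking Runt binding to CBFb-SMMHC; some results filed as inactive read as strong as hits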
Target sequence (Q01196 whole entry, looked up, the tested form may be a part): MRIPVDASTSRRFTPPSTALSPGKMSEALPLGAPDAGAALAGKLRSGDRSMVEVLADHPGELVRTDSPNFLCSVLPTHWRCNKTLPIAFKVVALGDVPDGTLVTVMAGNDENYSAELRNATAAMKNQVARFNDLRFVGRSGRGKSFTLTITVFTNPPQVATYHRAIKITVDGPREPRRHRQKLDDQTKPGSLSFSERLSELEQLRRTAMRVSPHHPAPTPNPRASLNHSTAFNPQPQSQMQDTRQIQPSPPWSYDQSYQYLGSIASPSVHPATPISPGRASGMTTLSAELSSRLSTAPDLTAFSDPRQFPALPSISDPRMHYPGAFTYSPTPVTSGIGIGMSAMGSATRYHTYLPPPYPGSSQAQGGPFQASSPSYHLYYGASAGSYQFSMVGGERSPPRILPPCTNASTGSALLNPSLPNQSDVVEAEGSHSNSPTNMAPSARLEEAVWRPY
Target sequence (Q13951 whole entry, looked up, the tested form may be a part): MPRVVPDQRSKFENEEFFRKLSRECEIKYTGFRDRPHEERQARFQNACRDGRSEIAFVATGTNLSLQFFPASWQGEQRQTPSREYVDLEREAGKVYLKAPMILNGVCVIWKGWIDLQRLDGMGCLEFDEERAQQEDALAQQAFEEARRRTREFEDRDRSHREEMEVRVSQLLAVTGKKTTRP
TRPN1 ag = zebrafish TRPN1 (NompC) channel agonism. actives 0.18% (n = 220,000). HEK293 zebrafish TRPN1-YFP, Fluo-8 calcium fluorescence; 100% = response to 87 µM carbachol. AID 1424. activation, % at 3 µM;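 active = activation above its plate's cutoff, the mean activation of test wells on that plate plus 3 SD, cut at about 19% in these data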;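 note: 0% = DMSO alone and 100% = 87 µM carbachol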
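Material: zebrafish TRPN1-YFP in HEK293 cells. Doses: one dose of 3 µM, 0.3% DMSO. Incubation: dye 1 h 37 °C plus 30 min RT. Measured by: intracellular calcium fluorescence with Fluo-8.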
MDM2 E3 inh = inhibitors of human Mdm2 E3 ubiquitin ligase; cell-based MDM2 ubiquitination luciferase reporter, 2 h; 0 = plate control, 100 = twice control, blank-subtracted; signal enhancement, % at 5 µM; actives 0.11% (n = 210,000); AID 1230;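 active = signal enhancement of 30% or more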;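 note: luminescence tracks abundance of the self-degrading MDM2-luciferase fusion protein; higher signal means inhibition of MDM2 E3 ligase activity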
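Assay system: stable mammalian line carrying autodegrading MDM2–luciferase fusion reporter; Input: 2000 cells in each well; Compound dosing: single-point 5 µM; Schedule: 2 h compound exposure at 37 °C; Signal: SteadyLite luciferase luminescence after 15 min room-temperature reagent incubation; Evaluation: % luminescence enhancement versus blank-corrected plate control mean; Benchmarks: plate controls and plate blanks.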
TRPML3 agonist = agonists of human TRPML3 channel. Q8TDD5. HEK293 TRPML3-YFP, Fluo-8 calcium fluorescence; 100% = the carbachol control signal. activation, % at 3 µM. actives 0.29% (n = 220,000). AID 1448;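 active = activation above its plate's cutoff, the mean activation of the plate's test wells plus 3 SD, cut at about 12% in these data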;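 note: 0% = DMSO only wells and 100% = carbachol wells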
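Test system: HEK293 cells stably carrying human TRPML3-YFP; Doses: single dose, 3 µM final nominal compound, 0.3% DMSO final; Schedule: dye loading 1 h 37 °C then 30 min ambient, 125 s read; Technique: Fluo-8 calcium fluorescence; Benchmarks: high control carbachol 87 µM, low control DMSO.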
PPC-1+TRAIL kill = PPC-1 cancer cell killing with TRAIL present. cell killing (% activity), % at 4 µM. PPC-1 cells + TRAIL, ATPLite viability luminescence. AID 1443. actives 0.41% (n = 220,000);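 active = cell killing above 50% in the first pass at 4 µM, then a duplicate retest at 5 µM averaging 50% or more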;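 note: plate controls were cells with TRAIL plus DMSO for no effect and medium-only wells lacking cells for full effect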
p47phox inh = inhibitors of human p47phox binding; p47phox/p22phox peptide binding, fluorescence polarization, 2 h; inhibition, % at 24.7 µM; actives 0.53% (n = 220,000); P14598;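 active = inhibition above about 30%, limit read from the data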;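 note: 0% = p47phox with labelled peptide and 100% = labelled peptide alone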
EBV gp42 inh = inhibitors of Epstein-Barr virus glycoprotein 42; inhibition, % (tested at 21.74 µM); Fluorescence polarization binding assay, mP read-out; actives 0.42% (n = 220,000); in the data active = inhibition above about 50%
Target sequence (Q1HVG2 whole entry, looked up): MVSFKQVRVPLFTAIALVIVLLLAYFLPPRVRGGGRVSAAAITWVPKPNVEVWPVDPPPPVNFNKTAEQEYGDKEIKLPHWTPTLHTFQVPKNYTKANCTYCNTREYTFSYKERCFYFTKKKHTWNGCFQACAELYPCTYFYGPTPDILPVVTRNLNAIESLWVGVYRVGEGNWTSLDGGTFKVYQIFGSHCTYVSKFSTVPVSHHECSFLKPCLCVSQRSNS
Starred values were filed as active, the others as inactive; . = no result given; & = joins results of further samples.

SMILES	CHOP inhibitor	TNF death inh	Runt-SMMHC FRET	TRPN1 ag	MDM2 E3 inh	TRPML3 agonist	PPC-1+TRAIL kill	p47phox inh	EBV gp42 inh
O=C1c2ccccc2NC(c2cccc(O)c2)N1NS(=O)(=O)c1ccccc1 (configuration not stated)	2	-0.8	4	0.5	-5	0.5	-13	-9	-2
O=C(N/N=C/c1ccco1)C1(O)c2ccccc2-c2ccccc21	-5	2.8	3	0.4	-10	0.8	24	-13	-5
COc1ccc(/C=N/NC(=O)c2cccc(NC(=O)c3ccccc3Cl)c2)cc1OC	20	2.1	-2	1.1	-12	0.5	.	-11	5
COc1ccccc1NC(=S)N1CCCC1	-2	-0.1	-1	1.6	-42	0.4	24	-15	2
CC(/C=C/c1ccco1)=N\NC(=O)c1cccnc1	-45	0.3	-3	-0.2	-5	1.6	12	-22	-9
CCc1c(O)nc(SCC(=O)N(CC)CC)[nH]c1=O	-15	-1.0	-4	2.5	4	0.9	-7	-4	-11
O=C(NCCOCCOCCNC(=O)c1ccccc1)c1ccccc1	11	1.5	2	1.6	-17	0.6	7	-4	9
NC(=O)c1sc2nc3c(cc2c1N)CCCCCC3	1	-0.6	2	1.0	-12	0.1	17	-14	-1
COc1ccccc1-c1nnc(SCC(=O)N2CCC(C)CC2)o1	17	-1.6	4	0.7	-12	-0.5	14	9	-6
Cc1ccc(-c2nn(CC(=O)NN3CCOCC3)c(=O)c3ccccc23)cc1	13	-1.8	0	-1.8	-17	-0.2	-1	-8	-11
COCCNC(=O)c1onc(CCl)c1C(=O)OC	-14	-1.8	-7	-0.6	16	0.6	16	6	1
Clc1cccc(Cl)c1CSc1nnc(CN2CCOCC2)n1-c1ccccc1	23	-0.9	-3	1.0	8	1.0	13	-5	-9
O=C(COc1ccccc1)NN1C(=O)CSC1=S	8	0.1	2	1.0	-3	1.1	0	-14	-13
COc1c(F)c(F)c(C(=O)Nc2cccc(Cl)c2N2CCOCC2)c(F)c1F	2	-2.5	-6	0.0	6	0.1	5	-4	-10
COc1cc(NC(=O)c2cccc(C)c2)c(OC)cc1NC(=O)CN1CCOCC1	2	0.4	1	-0.6	-13	0.2	9	-5	-20
N#C/C(=C\c1cccnc1)c1nc2c(s1)CCCC2	-43	-1.1	20	-0.8	-12	0.6	-10	-2	1
CCCn1c(NCc2ccccn2)nc2ccccc21	11	-0.4	4	-0.4	0	0.3	-22	-6	0
C=CCN1C(=O)C2C(C(=O)NC)C3C=CC2(O3)C1C(=O)NCc1ccc(OC)cc1 (configuration not stated)	4	1.6	-1	1.2	-17	0.8	-1	1	-12
COc1cccc(N2CCN(C(=O)c3nc4nc(C)cc(C)n4n3)CC2)c1	1	0.4	-2	1.7	-17	0.7	4	-3	-5
Clc1ccc(OCCSc2ncccn2)cc1	-16	-5.2	-2	0.1	-15	0.2	7	1	-12

Not a retest: an excerpt of the list.
SMILES	CHOP inhibitor	TNF death inh	Runt-SMMHC FRET	TRPN1 ag	MDM2 E3 inh	TRPML3 agonist	PPC-1+TRAIL kill	p47phox inh	EBV gp42 inh
C=CCN1C(=O)C2C(C(=O)NC)C3C=CC2(O3)C1C(=O)NCc1ccc(OC)cc1 (configuration not stated)	4	1.6	-1	1.2	-17	0.8	-1	1	-12
COc1cccc(N2CCN(C(=O)c3nc4nc(C)cc(C)n4n3)CC2)c1	1	0.4	-2	1.7	-17	0.7	4	-3	-5

Remaining list, next part
SMILES	CHOP inhibitor	TNF death inh	Runt-SMMHC FRET	TRPN1 ag	MDM2 E3 inh	TRPML3 agonist	PPC-1+TRAIL kill	p47phox inh	EBV gp42 inh
N#CC(C#N)=Cc1ccc(NC(=O)c2ccc(Br)cc2)cc1	2	-10.0	-33	5.3	.	1.5	21	-13	-7
CC(C)c1ccc(S(=O)(=O)N2CCN(C(=O)c3cccc(F)c3)CC2)cc1	49	-0.3	1	-1.3	-4	0.6	6	1	3
Cc1ccc(NC(=O)c2ccco2)c(NC(=O)Cc2cccs2)c1	33	-2.2	3	0.1	1	-0.5	-3	-22	-23
CN1C(=O)c2ccc(N3CCCC3)cc2C1=O	6	-0.1	-66	0.5	-9	1.0	0	-16	32
CC(=O)c1cnc(Nc2cccc(C)c2)s1	10	12	0	0.3	-13	0.7	-2	-6	-24
COC(=O)C1=C(C(=O)c2ccccc2)C(c2ccc(OC)c(OC)c2)Nc2nnnn21 (configuration not stated)	-19	0.1	-22	3.6	-3	-0.1	27	-16	-35
COC(=O)c1ccc(C23CC4(C2)[C@H](CN(Cc2cccnc2)[C@@H]4c2ccccc2)C3c2ccc(C(F)(F)F)cc2)cc1 (some centres not stated)	7	-0.6	1	.	12	.	24	-30	-29
COc1ccnc(Oc2ccc(F)cc2)c1C(=O)N/C=N/OCc1ccccc1	-6	1.5	1	4.4	-16	2.5	10	-10	-10
COc1ccc(/C=C2/SC(=O)N(CC(O)Cn3c4ccccc4c4ccccc43)C2=O)cc1 (configuration not stated)	43	0.8	-9	2.5	.	0.7	15	-8	-19
Cc1cccc(N(CC(=O)NC(C)(C)C)C(=O)CS(=O)CC(=O)Nc2ccc(F)cc2)c1 (configuration not stated)	0	0.6	-2	1.8	3	1.0	1	-5	-6
O=C(CNCCCO)Nc1cc(C(F)(F)F)cc(NC(=O)CNCCCO)c1Cl	3	0.0	3	-1.8	-4	0.9	13	-6	2
O=C(O)c1ccc(CNCc2ccccc2F)cc1	9	0.9	-5	1.7	1	1.1	1	-10	-9
CCC(=O)NC(NC(=S)Nc1c(C)n(C)n(-c2ccccc2)c1=O)C(Cl)(Cl)Cl (configuration not stated)	-2	1.6	-4	-0.5	-9	1.1	6	-8	-14
Cc1nc(SCC(=O)NC(=O)NCc2ccccc2)nc(C)c1C	21	0.7	1	-0.6	-10	0.2	15	0	-12
C#CCOCCOCCOCCNc1nc(N2CCN(C(=O)[C@H]([C@@H](C)CC)n3cc([C@@H](N)CO)nn3)CC2)nc(N2CCN(C(=O)[C@H](Cc3cc4ccccc4[nH]3)n3cc([C@@H](N)Cc4ccc(O)cc4)nn3)CC2)n1	1	1.4	10	.	12	.	3	27	-10
COCCn1c(N)c(N(Cc2ccccc2)C(=O)c2cc3ccccc3o2)c(=O)[nH]c1=O	-6	0.3	-5	-0.3	2	-1.0	9	-3	-11
O=[N+]([O-])c1cccc(CSc2nnc3ccccn23)c1	-13	-0.1	0	0.6	-10	0.3	-4	-10	-7
CCOC(=O)/C(=C/c1ccc(OC(=O)c2ccccc2)cc1)C(C)=O	101*	-0.9	-3	-0.4	-10	0.2	14	-5	8
Cn1c(=O)[nH]c(=O)c2c1nc(CN1CCOCC1)n2Cc1ccccc1	7	-2.8	-2	-1.7	8	0.8	26	2	-7
COc1ccc(N2CCN(C(=O)C3CCN(S(=O)(=O)c4ccccc4)CC3)CC2)cc1	0	-3.2	-2	-0.2	-4	1.8	-8	-12	-3
O=C(Nc1ccc(Cl)cc1)C1CCCN(S(=O)(=O)c2cnc[nH]2)C1 (configuration not stated)	7	0.8	-22	0.9	-11	-0.3	18	-6	-6
CCOC(=O)c1cnc2c(C#N)c(C)nn2c1-c1ccccc1	21	-1.5	-6	1.8	-12	1.2	14	-15	-10
O=C(NCc1ccco1)Nc1ccc([N+](=O)[O-])cc1	-5&-5	33&8.6	-4&0	1.6&2.3	6	-0.1&0.2	7&-9	-7&-5	7&1
CC(C)N(Cc1ccccc1)C(=O)COC(=O)/C=C/c1cnc2ccccc2n1	7	3.3	-4	-0.2	8	1.1	16	-14	-1
Cc1onc(-c2ccccc2)c1-c1csc(COc2ccccc2)n1	13	1.6	-3	0.7	-21	0.8	10	3	0
CC(C)(C)OC(=O)N/N=C\c1cccnc1	13	0.1	-2	0.5	-8	1.0	42	-10	-15
COc1ccc(S(=O)(=O)N2CCC(C(=O)NCc3ccccn3)CC2)cc1C	-3	-3.0	2	-1.4	2	-0.6	8	3	-17
Cc1nc2ccc(N=NN(C)C)cc2[nH]1	5	2.4	11	0.4	-31	0.7	-9	-10	-14
CC(C)NS(=O)(=O)c1ccc(OCC(=O)Nc2ccc(F)cc2)cc1	12	0.8	3	0.5	-18	1.2	-26	-8	-12
COc1ccc(OC)c(NC(=O)C2CCCC2)c1	54	1.1	-3	-0.4	-13	0.3	14	-8	-11
CC1Cc2ccccc2N1C(=O)CO/N=C/c1ccccc1OC(F)F (configuration not stated)	11	10	-1	-0.3	-5	-0.9	2	-15	-1
O=c1cc(O)c2sc3nc(-c4cccnc4)cc(C(F)(F)F)c3c2[nH]1	7	0.2	-28	1.1	-22	1.2	28	-16	42
CN(C)S(=O)(=O)c1cccc(NC(=S)N2CCCCC2CO)c1 (configuration not stated)	-5	0.3	-4	-0.1	-11	0.9	5	3	-4
COc1ccc(CCn2c(N)cc(=O)[nH]c2=O)cc1OC	-6	-0.2	1	-1.0	3	0.3	-7	9	5
CCCCn1c(SCC(=O)N2CCC(C)CC2)nc2cc(S(N)(=O)=O)ccc21	4	-1.9	-2	1.0	-12	-0.2	18	0	-22
Cc1ccccc1NC(=O)c1c(C)nc(SCC(=O)OCc2ccccc2)c(C#N)c1-c1ccc(F)cc1	10	0.3	10	0.2	-10	0.2	26	-6	-16
NS(=O)(=O)c1ccc(NC(=O)CN2C(=O)c3ccccc3C2=O)cc1	0	2.2	2	2.3	.	0.3	13	-6	-1
CCN1CCN(c2nc(S(=O)(=O)c3ccc(C)cc3)c(Cl)s2)CC1	-5	0.1	8	3.5	-2	1.6	7	2	-20
CNc1ccc(Br)cc1C(O)c1ccccc1 (configuration not stated)	6	-2.2	-5	-1.8	-12	-0.9	13	-6	-2
COc1ccc(CN(Cc2cc3ccc(C)cc3[nH]c2=O)Cc2nnnn2C2CCCC2)cc1	45	.	14	.	-2	.	9	4	-3
COc1ccc(NC(=O)CC2C(=O)N(C)C(=S)N2CCc2ccccc2)cc1 (configuration not stated)	-1	1.8	3	1.9	-10	1.1	17	-7	1
CC(=O)NCC(=O)N(Cc1ccco1)C1(C(=O)NC2CCCC2)CCCCC1	12	-0.4	-1	-0.7	-6	0.5	26	17	3
O=[N+]([O-])c1ccc2c(c1)C(O)n1nc(-c3ccc(Cl)cc3Cl)nc1S2 (configuration not stated)	25	-1.0	0	-0.5	-9	0.1	5	-6	-14
CCOC(=O)c1ccc(NC(=S)N2CCN(CCN=CC3=C(O)CC(C)(C)CC3=O)CC2)cc1	22	-0.4	-8	-3.5	-17	-1.0	-1	-1	-23
C=CCOc1ccc(C2N3CC4(C)CN2CC(CCC)(C3)C4=O)cc1 (configuration not stated)	15	-0.9	4	0.0	-9	-0.1	-1	12	-18
O=C(/C=C/Nc1cccc(C(F)(F)F)c1)C(F)(F)F	17	-1.7	1	2.2	-6	1.1	-2	-17	-7
